KKLEB tox: cytotoxicity in KKLEB CF airway cells, primary screen, cytotoxicity control for CF NF-kB inhibitor project, cell-based, uHTS, fluorescence assay plates. KKLEB CF airway cells viability, ATPlite luminescence, overnight; hits give low values; cells stimulated with P. aeruginosa culture filtrate. AID 602141, 2011. hit rate 0.36% among 360,000. activity change (cytotoxicity), % at 5 µM;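 active = corrected activity change at or below -50% at 5 µM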
Vif inh: HIV Vif self-association inhibitors, primary screen, imaging, HEK293T, single point | hit rate 0.35% among 340,000 | HEK293T cells, Vif self-association by quenched fluorescence, 24 h | inhibition, % at 7.49 µM; in the data active = inhibition above about 50%, passing the limit was not always enough; note: some results filed as inactive read as strong as hits
NR2E3 ag-1: NR2E3 agonists in two-hybrid cells, primary screen, cell-based, luminescence, CHO-S, Gal4-NCOR/VP16-NR2E3; Photoreceptor-specific nuclear receptor (Homo sapiens), Q9Y5X4; luciferase; inhibition of corepressor binding, % at 3.98 µM; hit rate 0.35% among 360,000; AID 602229, 2012;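 active = inhibition above the mean of all tested compounds plus 3 SD, cut at about 70% in these data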;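 note: 0% = DMSO with NR2E3 transfected cells and 100% = cells lacking NR2E3 construct; higher means lower luciferase signal from less NR2E3 corepressor binding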
Target sequence (Q9Y5X4 whole entry, looked up, the tested form may be a part): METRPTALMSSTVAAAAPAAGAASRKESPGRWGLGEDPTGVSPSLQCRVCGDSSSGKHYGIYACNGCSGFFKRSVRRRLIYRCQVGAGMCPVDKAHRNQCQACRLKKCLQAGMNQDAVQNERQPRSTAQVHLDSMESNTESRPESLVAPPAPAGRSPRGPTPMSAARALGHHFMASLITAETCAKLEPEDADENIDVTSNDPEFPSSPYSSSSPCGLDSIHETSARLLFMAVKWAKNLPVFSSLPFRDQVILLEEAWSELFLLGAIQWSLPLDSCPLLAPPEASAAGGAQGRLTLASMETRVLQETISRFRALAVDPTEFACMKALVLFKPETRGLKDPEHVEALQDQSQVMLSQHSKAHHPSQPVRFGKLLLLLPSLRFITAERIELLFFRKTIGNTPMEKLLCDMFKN
Peg3 prom inh: Peg3 promoter-driven luciferase inhibitors, primary screen, cell-based, HeLa, luciferase luminescence; HeLa PEG-Prom luciferase reporter, overnight; inhibition, % at 20 µM; hit rate 1.7% among 360,000;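 active = inhibition of at least 50% at 20 µM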
CaV13 ICDI inh: Primary screen for inhibitors of IQ motif and Ca2+-dependent inactivation inhibitor domain binding in CACNA1D, Förster resonance energy transfer in living cells, …; inhibition, % at 12.3 µM; hit rate 0.098% among 340,000; HEK cells, CFP/YFP FRET ICDI-IQ, plate reader, 10 min; percent FRET-ratio fall versus neutral wells;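 active = mean replicate inhibition of at least 30% and at least 1% of replicates passing that level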;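 note: 0% = median of the neutral control wells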
HIF-2a block: HIF-2a reporter inhibitors, primary screen, luminescence, 786-0 RCC cells; hit rate 0.72% among 360,000; AID 624352, 2012; 786-0 RCC cells HIF-2a reporter, luciferase luminescence, overnight; inhibition, % at 18.8 µM;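 active = inhibition of the luminescence signal of 40% or more relative to plate controls, in a single-dose primary screen at 18.75 µM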
Shn3 inh set2: reduction of Shn3 3'UTR firefly luciferase signal, primary screen, Schnurri-3 inhibitor project, cell-based, Clone20 osteoblasts, set 2; hit rate 0.52% among 360,000; AID 588674, 2011; inhibition, % at 12.5 µM; Clone20 osteoblast Shn3 3'UTR firefly luciferase, 24 h;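 active = mean inhibition of at least 75% with every replicate also reaching 75%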;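 note: 0% = median of neutral control wells and 100% = pilot-screen positive control compound; some compounds past the cut are filed as inactive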
NR2E3 ag-2: inhibitors of NR2E3-RetCOR corepressor binding, primary screen, NR2E3 agonist project, biochemical, TR-FRET, GST-NR2E3, biotin-RetCOR; 1536-well; hit rate 0.12% among 320,000; AID 2300, 2010; inhibition of corepressor binding, % at 4.78 µM; Photoreceptor-specific nuclear receptor (Homo sapiens), Q9Y5X4;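 active = percent inhibition above the cutoff of mean plus 3 SD of all tested compounds, set per screening campaign, cut at about 20% in these data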;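 note: 0% = DMSO wells and 100% = biotin wells as full block of FRET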
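Material: NR2E3–RetCOR corepressor complex / Incubation: Compound–protein incubation for 5 h at 4 °C / Dosing: compound at 4.8 µM, single dose / Detection: time-resolved FRET / Benchmarks: high control biotin, low control 0.6% DMSO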
PDI inh: inhibitors of human PDI, primary screen, biochemical, turbidity, single point, plate reader | Protein disulfide-isomerase (Homo sapiens), P07237 | PDI insulin aggregation turbidity, A650, 90 min | inhibition, % at 10 µM | hit rate 0.052% among 350,000 | AID 588391, 2011;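 active = mean inhibition across replicates of 30% or more, whatever share of single replicates reach that level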;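 note: absorbance from insulin aggregation driven by PDI reduction with DTT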
Target sequence (P07237 whole entry, looked up): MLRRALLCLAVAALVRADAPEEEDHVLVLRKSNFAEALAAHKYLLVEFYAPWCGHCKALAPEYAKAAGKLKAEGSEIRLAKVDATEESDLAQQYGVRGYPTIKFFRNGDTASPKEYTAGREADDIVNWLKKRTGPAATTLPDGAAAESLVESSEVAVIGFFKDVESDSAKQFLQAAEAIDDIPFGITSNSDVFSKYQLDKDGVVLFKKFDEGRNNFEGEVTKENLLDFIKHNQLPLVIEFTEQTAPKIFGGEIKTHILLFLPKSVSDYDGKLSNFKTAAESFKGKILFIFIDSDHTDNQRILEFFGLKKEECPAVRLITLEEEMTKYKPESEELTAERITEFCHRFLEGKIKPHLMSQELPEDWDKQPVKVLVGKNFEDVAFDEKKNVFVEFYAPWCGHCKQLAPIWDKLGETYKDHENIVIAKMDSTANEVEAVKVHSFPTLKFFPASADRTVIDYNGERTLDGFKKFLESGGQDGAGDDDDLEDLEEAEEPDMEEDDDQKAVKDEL
CF NFkB inh: inhibitors of PAF-induced NF-kB signaling, primary screen, cell-based, GFP fluorescence, uHTS | KKLEB NF-kB-GFP reporter, GFP fluorescence overnight | inhibition, % at 5 µM | hit rate 0.86% among 360,000;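 active = at least 50% inhibition at 5 µM, scaled per plate between neutral and stimulator controls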;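 note: PAF is a Pseudomonas aeruginosa culture filtrate used as stimulus; plate controls were PAF-stimulated DMSO wells for no effect and unstimulated DMSO wells for full effect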
TRPM1 prom inh: inhibitors of MITF-dependent TRPM1 promoter reporter, primary screen, cell-based, SK-MEL-5, single point, luciferase. hit rate 0.83% among 330,000. inhibition, % at 12.5 µM. AID 488899, 2010. SK-MEL-5 TRPM1 promoter luciferase, 24 h;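 active = mean inhibition across replicates of 60% or more, whatever share of single replicates reaches that level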; note: values of inactives mirror those of a sister screen read the other way
An asterisk follows results filed as active; · = not tested or not shown.

Compound,Vif inh,NR2E3 ag-1,CaV13 ICDI inh,Shn3 inh set2,CF NFkB inh,TRPM1 prom inh,PDI inh,NR2E3 ag-2,KKLEB tox,HIF-2a block,Peg3 prom inh
O=c1[nH]c(NCc2ccccc2)nc2c1CCCC2,-19,-5,-4,17,18,9,2,-1,1,24,20
CCc1cccc(NC(=S)Nc2ccc(CN3CCOCC3)cc2)c1,-11,-18,-3,-1,-17,-1,-3,-1,-2,-2,-1
Cc1n[nH]c(C)c1CCCCOc1ccccc1F,-6,-4,-4,3,-4,-16,-1,0,6,-25,-20
O=C1CN(C(=O)COC(=O)/C=C/c2ccco2)c2ccccc2N1,-8,-17,-3,9,20,-4,-8,-1,0,14,-22
COc1ccc(C(C(=O)NC2CCCC2)N(CC2CCCO2)C(=O)Cn2nnc(-c3ccc(C)o3)n2)cc1 (configuration not stated),5,-21,7,-5,0,7,4,-3,11,15,23
COc1ccc(N(C(=O)c2ccco2)C(C(=O)NC2CCCC2)c2cccnc2)c(OC)c1 (configuration not stated),-1,-20,-4,0,-9,-10,9,-3,6,14,4
Cc1ccccc1C(=O)NNC(=O)CSc1nc(-c2ccccc2)cc(=O)[nH]1,4,1,-4,-9,-14,1,5,-3,-1,6,-15
O=C(O)CSCC(=O)c1ccccc1,-4,-23,-9,-13,6,-7,-3,-2,7,-8,-1
Cc1cc(/C=C(\C#N)C(=O)O)c(C)n1C1CC1,-9,-12,-14,1,-11,-1,0,-1,-2,4,16
CCSc1nnc(NC(=O)CSc2nc3c(c(=O)n2-c2ccccc2OC)SCC3)s1,9,-28,-6,-19,-1,4,-5,4,10,14,25
OC(COc1ccc2ccccc2c1)CN1CCN(c2ccc(F)cc2)CC1 (configuration not stated),8,5,0,10,-43,1,-2,-1,-3,11,25
COc1ccc2oc(C)c(C(=O)c3ccccc3)c2c1,-4,-17,-5,-14,4,-4,3,-2,1,-32,-40
COc1cc(/C=N/N=C2/NC(=O)C(CC(=O)O)S2)ccc1OCc1ccc(Cl)cc1 (configuration not stated),12,-126,-18,-83,4,-59,-11,-4,5,2,-270
CCC(=O)N1CCC(C)(C(=O)Nc2ccc3c(c2)OCO3)C1 (configuration not stated),-8,-16,-10,0,-3,·,-6,·,2,7,0
COC(=O)c1ccccc1NC(=O)CN1CCOCC1,3,-8,-4,6,3,4,11,-4,2,16,16
COC(=O)C1CCN(C(=O)c2c(-c3ccccc3Cl)noc2C)CC1,-4,-6,-5,-4,-18,-22,1,2,3,2,-48
Cc1ccccc1N1C(=O)CC(Sc2nnc(-c3ccccc3)o2)C1=O (configuration not stated),-3,-7,·,76,39,10,1,6,3,-40,95*
COc1ccc(OC)c(-c2c3cc(O)c(=O)cc-3oc3cc(O)c(O)cc23)c1,-1,-13,·,0,-12,32,27,0,-8,7,27
CC[C@]1(C(=O)OC)[C@H]2C(=O)N(Cc3ccccc3)C(=O)[C@H]2[C@H]2CN=C(SC)N21,-2,1,-5,-5,-35,-9,6,·,18,-8,1
C=CCNC(=O)C1CC(=O)N(c2ccc(OCC(=O)Nc3c(C)cccc3C)cc2)C1 (configuration not stated),11,-28,-6,8,-9,-2,1,6,5,7,11
Cn1cc(C(=O)c2ccc(Cl)cc2Cl)cc1C(=O)N/N=C(\N)COc1ccc(Cl)cc1,-18,-14,-2,18,5,8,-5,0,1,30,53*
O=C(O)c1cnccn1,-2,-14,-5,-18,16,-1,4,0,19,1,-12
CCc1noc(C)c1C(=O)Nc1nc(-c2cc(C)ccc2C)c(C)s1,·,6,-6,34,0,9,5,3,-4,28,20
Cc1c(O)ccoc1=O,-6,-3,·,16,-10,-3,·,0,7,12,16
Cc1nc(SCC(=O)N(C)C2CCS(=O)(=O)C2)c2ccccc2n1 (configuration not stated),3,30,-5,-16,-6,17,1,·,6,6,-3
COc1ccccc1NOC(=O)CCOc1ccccc1,-4,-19,-5,2,-25,-20,-10,·,12,-166,-154
CN1C=CC=C/C1=C1\SC(=S)N(N)C1=O,7,-5,0,-14,-17,-2,-1,-3,15,5,-1
O=C(Cn1cnc2c(OCc3ccccc3)ncnc21)NCCCN1CCCC1=O,-1,2,-9,13,-4,-4,24,·,14,0,-20
CCOC(=O)c1ccc(NC(=O)CSc2ncccn2)cc1,7,-59,·,-12,6,-5,2,-1,6,-116,-71
Cc1onc(-c2ccccc2Cl)c1C(=O)Nc1ncn[nH]1,-5,-9,-5,4,10,-1,0,-1,-1,17,2
O=C1NC(=S)S/C1=C\c1ccc(SCc2ccccc2)o1,-2,16,-4,-15,19,-2,-4,0,-8,-32,2
NS(=O)(=O)c1cc(Br)c2c(c1)S(=O)(=O)NCN2,4,2,-7,-20,-19,·,-4,·,16,3,4
CN(CC(=O)Nc1ccccc1Cl)C(=O)COC(=O)/C=C/c1ccc(C(F)(F)F)cc1,-6,2,-3,-1,3,4,4,-1,5,6,19
CC(=O)N1c2ccc(S(=O)(=O)N3CCC(C(=O)N4CCCCC4)CC3)cc2CC1C (configuration not stated),1,38,-7,72,-18,10,5,-5,7,3,3
CCCCn1nnnc1SCC(=O)Nc1sc2c(c1C#N)CCCC2,·,-5,·,·,0,21,-3,-2,4,-25,14
Brc1ccc(-c2nnc3sc(CN4CCN(c5ccccc5)CC4)cn23)cc1,3,-19,-5,-1,-1,14,-6,3,4,-1,7
COc1ccc(C2c3cc(OC)c(OC)cc3CCN2C(=O)c2cccc([N+](=O)[O-])c2)cc1OC (configuration not stated),10,-10,-13,4,11,-20,5,1,-4,19,17
CSCCC(Nc1ncnc2ccc(Br)cc12)C(=O)O (configuration not stated),-2,3,-8,9,4,5,1,13,1,5,1
C/C=C/C(=O)Nc1cccc(C(F)(F)F)c1,0,8,-15,-1,-2,2,-3,0,4,3,-8
COc1ccccc1NC(=O)C(C)OC(=O)C1CCN(S(=O)(=O)c2ccc(C)c(C)c2)CC1 (configuration not stated),5,7,-5,-8,-7,-8,0,-4,-1,5,7
Cc1oc(C(=O)O)cc1COc1ccc2c3c(c(=O)oc2c1)CCC3,13,7,-3,-49,-5,5,-6,3,11,-7,-5
O=C(C1COc2ccccc2O1)N1CCN(c2ccccn2)CC1 (configuration not stated),10,-2,-2,-15,9,-1,-5,-1,3,-23,-3
CC1CCCCN1CCCNC(=O)C1CCN(c2nnc(-n3cccc3)s2)CC1 (configuration not stated),-9,-19,-2,-2,1,-9,7,0,8,-11,-11
Nc1nnc2c(C(F)(F)F)nc3ccccc3n12,44,8,-5,-5,4,-20,0,-1,3,6,-4
O=S(=O)(Nc1ccc2c(c1)OCCO2)c1ccc(F)cc1,10,-2,-8,6,9,5,17,4,3,14,11
CCOc1ccc(Br)cc1S(=O)(=O)Nc1nc(CN2CCOCC2)nc2sc(C)c(C)c12,9,-1,-3,-6,0,3,-8,1,7,9,15
CCSc1nc2sc3c(c2c(=O)n1CC)CC(C)(C)OC3,-1,-20,-4,1,17,4,6,1,-19,4,-3
CCO[C@@H]1OC(C(=O)N2CCN(Cc3ccc4c(c3)OCO4)CC2)=C[C@H](C)[C@H]1CCCO,2,-10,-5,-3,-2,0,-5,5,-5,7,19
COc1ccccc1NC(=O)CCNS(=O)(=O)c1ccc2c(c1)CC(C)N2C(=O)C1CC1 (configuration not stated),1,-8,-2,22,-18,-4,4,0,5,4,18
O=C(COc1ccccc1-c1ccccc1)NCc1cccc(Cl)c1,-4,11,-3,-15,18,3,8,4,-9,-1,20

Given field by field: entries from further up.
> CCO[C@@H]1OC(C(=O)N2CCN(Cc3ccc4c(c3)OCO4)CC2)=C[C@H](C)[C@H]1CCCO
  Vif inh: 2; NR2E3 ag-1: -10; CaV13 ICDI inh: -5; Shn3 inh set2: -3; CF NFkB inh: -2; TRPM1 prom inh: 0; PDI inh: -5; NR2E3 ag-2: 5; KKLEB tox: -5; HIF-2a block: 7; Peg3 prom inh: 19
> CCSc1nc2sc3c(c2c(=O)n1CC)CC(C)(C)OC3
  Vif inh: -1; NR2E3 ag-1: -20; CaV13 ICDI inh: -4; Shn3 inh set2: 1; CF NFkB inh: 17; TRPM1 prom inh: 4; PDI inh: 6; NR2E3 ag-2: 1; KKLEB tox: -19; HIF-2a block: 4; Peg3 prom inh: -3

New compounds follow:
Compound,Vif inh,NR2E3 ag-1,CaV13 ICDI inh,Shn3 inh set2,CF NFkB inh,TRPM1 prom inh,PDI inh,NR2E3 ag-2,KKLEB tox,HIF-2a block,Peg3 prom inh
Cc1onc(-c2ccccc2)c1C(=O)Nc1ccccc1N1CCOCC1,-12,-20,-5,0,12,6,-2,-2,8,13,14
COc1ccc(NC(=O)c2cc(-c3cc(F)ccc3OC)n[nH]2)cn1,-4,-28,-5,-7,-37,·,1,·,2,-112,-98
Cc1cccc(OCC(=O)Nc2ccc(C(=O)c3ccc(C(=O)O)cc3)cc2)c1,5,4,-7,-3,19,-1,-8,2,3,-4,-3
Cc1noc(C)c1COC(=O)C1CCN(C(=O)c2ccc(Cl)cc2)CC1,-1,12,-3,-6,2,-1,5,9,-3,17,11
O=C(Cc1cccc(NC(=O)C2CCCN(C(=O)C3CCC3)C2)c1)Nc1ccc(C(=O)N2CCOCC2)cc1 (configuration not stated),2,6,-9,-8,2,1,-5,·,6,4,-5
CCN(CC(=O)Nc1ccc(NC(C)=O)cc1)C(=O)CCCSc1nc2ccccc2[nH]1,12,-4,-2,-9,-12,4,5,-1,3,7,12
COc1ccc2c(Cl)c(C(N)=O)sc2c1,1,-63,-6,-18,4,-22,2,-1,-1,-92,-160
CC(=O)Nc1ccc(/C=C/c2nc(-c3ccccc3O)n[nH]2)cc1,-22,-115,-20,-25,-4,-55,2,2,20,-170,-178
COCCNC(=O)C(c1ccco1)N(C(=O)Cn1nnc2ccccc21)c1cccc(C)c1C (configuration not stated),·,-7,-4,-16,6,1,2,0,-2,14,-2
C[C@@H]1CN([C@@H](C)CO)C(=O)c2cc(NS(C)(=O)=O)ccc2O[C@@H](C)CCCCO[C@H]1CN(C)C(=O)Nc1ccc2c(c1)OCO2,·,-32,-2,6,-8,·,-1,·,-7,6,-16
C[C@H](CO)N1C[C@H](C)[C@@H](CN(C)C(=O)Nc2ccc(C(F)(F)F)cc2)Oc2ccc(NC(=O)c3ccncc3)cc2C1=O,-13,-18,-5,13,10,7,0,·,-3,5,-6

Screening data as filed in PubChem BioAssay.
